KCNK9 inh – inhibitors of human KCNK9 two-pore domain potassium channel. AID 488922. HEK293 KCNK9, FluxOR thallium flux fluorescence; hits give low values. Q9NPC2. B-score at 10 µM. 310,000 compounds, 1.2% hits;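 active means ratio B-score over 3 SD below the library mean, with starting fluorescence within 5 SD of its mean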;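 further: negative B-score means less thallium flux so channel inhibition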
Platelet DG rel – platelet dense granule release activity | human platelet-rich plasma, SFLLRN dense granule ATP release, luminescence | 300,000 compounds, 0.22% hits | inhibition, %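 (compounds screened at 7.5 µM in platelet-rich plasma)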;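 active means mean replicate score, as percent of positive control, at or above 50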
PolyA inh – yeast polyadenylation inhibition. 300,000 compounds, 0.02% hits. calls only at 12 µM. S. cerevisiae SKY197-pL101 polyadenylation reporter, beta-gal luminescence; efflux-impaired pdr1/pdr3 knockout yeast; score 100 = 6 SD above DMSO;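 active means lowest replicate activity score at least 50, where 100 means six control SD above control mean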;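 further: yeast exposed to compound for 9 h at 30 °C; higher score means more reporter readthrough which indicates perturbed polyadenylation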
TRPC4 act – TRPC4 (mouse) channel activation; 310,000 compounds, 0.49% hits; Q9QUQ5; B-score at 10 µM; HEK293 TRPC4beta/mu-opioid, Fluo4 calcium fluorescence; hits give high values; AID 2237;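 active means B-score above 5 SD of library B-scores, and initial fluorescence ratio not above library mean plus 5 SD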;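 further: positive B-score marks a calcium rise read as TRPC4 activation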
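Assay system – TRPC4beta and mu-opioid receptor HEK293 stable cells · Measured by – Fluo4 fluorescence, kinetic · Schedule – dye loading 45 min room temperature, 110 s kinetic read · Read-out – B-scored integrated calcium fluorescence ratio · Controls – buffer and maximal DAMGO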
KCNQ1 pot – potentiators or activators of human KCNQ1 potassium channel | 310,000 compounds, 0.35% hits | AID 2648 | CHO-K1 KCNQ1, thallium flux FluxOR fluorescence; hits give high values | B-score at 10 µM | P51787;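 active means fluorescence ratio B-score, a plate-corrected score, at least three library SD, with initial intensity B-score within 5 SD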
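System: CHO-K1 cells stably expressing KCNQ1 / Medium: assay buffer for compound exposure, DMSO matched across wells / Reagent: thallium- and potassium-containing depolarizing buffer / Compound: one concentration, matched DMSO / Incubation: 20 min compound pretreatment at room temperature / Measured by: kinetic FluxOR fluorescence, 10 s baseline plus 110 s post-stimulus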
KCNQ1 block – inhibitors of human KCNQ1 potassium channel | P51787 | CHO-K1 KCNQ1, FluxOR thallium flux fluorescence; hits give high values | B-score at 10 µM | AID 2642 | 310,000 compounds, 1.3% hits;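 active means compounds whose thallium flux B-score, printed positive for inhibition, exceeds three library SD while starting fluorescence stays within three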;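 further: channel opened by potassium depolarization with thallium stimulus after 20 min compound exposure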
TRPC4 PAM – allosterically enhances the mouse TRPC4 cation channel | HEK293 TRPC4beta/mu-opioid, DAMGO EC20, Fluo-4 Ca2+ flux; hits give high values | Q9QUQ5 | B-score at 10 µM | AID 2227 | 310,000 compounds, 0.42% hits;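 active means B-score of calcium response area above 5 SD of library B-scores, with initial fluorescence ratio within 5 SD of library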;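 further: B-score of integrated fluorescence ratio over time as area under calcium response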
hERG rescue – shields human hERG channel from block by proarrhythmic agents; 310,000 compounds, 0.51% hits; CHO-hERG, FluxOR thallium flux, dofetilide IC70 present; activation (rescue from dofetilide block), less the hit threshold, % at 10 µM; Q12809;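 active means activation above the mean of controls blocked by dofetilide plus 5 SD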;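 further: thallium influx through hERG after potassium depolarization seen as dye fluorescence rise; in these data hits start at about 4.7%; inactives centre near -7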
Target sequence (Q12809 whole entry, looked up): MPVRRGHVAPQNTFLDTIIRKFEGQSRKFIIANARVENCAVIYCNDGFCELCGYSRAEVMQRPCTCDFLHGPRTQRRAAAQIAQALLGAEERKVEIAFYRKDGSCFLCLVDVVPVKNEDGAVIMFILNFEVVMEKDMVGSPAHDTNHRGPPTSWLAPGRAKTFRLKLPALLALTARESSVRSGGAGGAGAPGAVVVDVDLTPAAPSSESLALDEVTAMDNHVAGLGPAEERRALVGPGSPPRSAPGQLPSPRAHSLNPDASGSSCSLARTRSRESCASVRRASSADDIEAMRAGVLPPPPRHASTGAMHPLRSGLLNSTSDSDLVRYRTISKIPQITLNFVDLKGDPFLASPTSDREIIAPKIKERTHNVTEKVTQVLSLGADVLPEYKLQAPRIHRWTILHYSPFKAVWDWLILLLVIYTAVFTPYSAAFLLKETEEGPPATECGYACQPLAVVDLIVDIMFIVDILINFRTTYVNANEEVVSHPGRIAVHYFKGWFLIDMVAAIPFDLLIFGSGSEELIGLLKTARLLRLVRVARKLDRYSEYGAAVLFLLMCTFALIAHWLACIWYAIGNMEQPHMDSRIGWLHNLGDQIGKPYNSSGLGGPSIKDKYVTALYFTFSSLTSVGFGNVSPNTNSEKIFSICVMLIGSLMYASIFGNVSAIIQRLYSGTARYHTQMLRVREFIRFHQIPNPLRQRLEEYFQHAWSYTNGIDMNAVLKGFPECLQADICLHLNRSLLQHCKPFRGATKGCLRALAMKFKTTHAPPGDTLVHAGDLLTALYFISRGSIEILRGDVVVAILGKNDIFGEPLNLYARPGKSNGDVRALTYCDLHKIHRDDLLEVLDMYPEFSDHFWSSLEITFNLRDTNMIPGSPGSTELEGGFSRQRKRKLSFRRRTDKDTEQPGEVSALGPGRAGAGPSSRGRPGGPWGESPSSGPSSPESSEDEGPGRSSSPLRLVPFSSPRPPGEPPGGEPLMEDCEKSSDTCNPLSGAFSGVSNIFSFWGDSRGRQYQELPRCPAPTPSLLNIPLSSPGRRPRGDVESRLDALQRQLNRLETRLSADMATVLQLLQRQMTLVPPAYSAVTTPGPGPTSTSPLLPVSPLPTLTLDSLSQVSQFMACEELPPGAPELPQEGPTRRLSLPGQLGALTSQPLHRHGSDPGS
Dyrk1A ADPGlo – blocks rat Dyrk1A kinase activity; Q63470; ADP-Glo luminescence, NFATc1 peptide; inhibition, % at 12.5 µM; 310,000 compounds, 0.43% hits; in the data active means inhibition above about 50%;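 further: plate controls were vehicle with enzyme for no effect and no enzyme for full effect; many of its hits are not listed in these tables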
TRPC4 block – TRPC4 (mouse) channel inhibition; B-score at 10 µM; HEK293 TRPC4beta/mu-opioid, DAMGO-evoked Fluo4 calcium flux; hits give low values; Q9QUQ5; AID 2247; 300,000 compounds, 0.39% hits;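 active means B-score over 3 SD under the library average, no early fluorescence shift, positive overall ratio signal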
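Material: HEK293 cells with stable TRPC4beta plus mu-opioid receptor expression; probe or stimulus: DAMGO in two steps, submaximal then maximal; technique: Fluo4 calcium fluorescence by kinetic imaging, 5 s 1 Hz baseline; measure: integrated fluorescence ratio relative to baseline, converted to per-well B score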
KCNK3 block – human KCNK3 channel inhibition, primary screen; O14649; CHO-KCNK3 thallium flux, FluxOR fluorescence; hits give low values; B-score at 10 µM; 340,000 compounds, 0.84% hits; AID 602410;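 active means B-score under library mean minus 4 SD, starting fluorescence ratio at most library mean plus 5 SD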;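 further: more negative B-score means stronger inhibition of thallium flux through KCNK3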
* marks the source's active call; other numbers are inactive results; i = inactive; x = not tested or not shown.

Field names: A = KCNK9 inh; B = Platelet DG rel; C = PolyA inh; D = TRPC4 act; E = KCNQ1 pot; F = KCNQ1 block; G = TRPC4 PAM; H = hERG rescue; I = Dyrk1A ADPGlo; J = TRPC4 block; K = KCNK3 block
> COc1ccc(C(C)=O)cc1CC(C(=O)c1ccc(F)cc1)N(C)C (stereo not given)
  A: i; B: 1; C: i; D: i; E: i; F: i; G: i; H: -13; I: 1; J: i; K: i
> COC(=O)c1c(C)n(Cc2ccc3c(c2)OCO3)c2ccc(O)cc12
  A: i; B: -2; C: i; D: i; E: i; F: i; G: i; H: -6; I: -4; J: i; K: i
> CC(N)Cc1c[nH]c2ccc(Cl)cc12 (stereo not given)
  A: i; B: -1; C: i; D: i; E: i; F: i; G: 13*; H: -11; I: 5; J: i; K: i
> Cc1ccc(/C=C2\C(=O)NC(=O)N(CC3CCCO3)C2=O)s1 (stereo not given)
  A: i; B: 0; C: i; D: i; E: i; F: i; G: i; H: -7; I: x; J: i; K: i
> O=C(O)Cn1cc(C=C2C(=O)NC(=O)NC2=O)c2ccccc21
  A: i; B: 2; C: i; D: i; E: i; F: i; G: i; H: -11; I: 7; J: i; K: i
> O=[N+]([O-])c1cccc(CN2CCN(Cc3ccc(Cl)cc3)CC2)c1
  A: i; B: -17; C: i; D: i; E: i; F: i; G: i; H: -10; I: -1; J: i; K: i
> O=C1NC(=O)N(Cc2ccco2)C(=O)/C1=C/c1ccc(-c2cccc([N+](=O)[O-])c2)o1
  A: i; B: 3; C: x; D: i; E: i; F: i; G: i; H: -7; I: 0; J: i; K: i
> COc1ccc(Cl)cc1C(=O)C1CCCN(CCO)C1 (stereo not given)
  A: i; B: 6; C: i; D: 70*; E: i; F: i; G: i; H: -10; I: 3; J: i; K: i
> O=c1[nH]c(=O)n(CCc2ccccc2)c(O)c1/C=N/N1CCOCC1
  A: i; B: 19; C: i; D: i; E: i; F: i; G: i; H: 1; I: 9; J: i; K: i
> Cc1ccsc1C(=O)C1CCCN(Cc2cnn(C(C)C)c2)C1 (stereo not given)
  A: i; B: -2; C: i; D: i; E: i; F: i; G: i; H: -1; I: -24; J: i; K: i
> CCC(=NCC1CCCO1)c1c(O)n(Cc2ccccc2)c(=O)[nH]c1=O (stereo not given)
  A: i; B: 2; C: i; D: i; E: i; F: i; G: i; H: -7; I: 9; J: i; K: i
> Cc1nc(CCl)cc(=O)[nH]1
  A: i; B: -2; C: i; D: i; E: i; F: i; G: i; H: -7; I: 2; J: i; K: i
> CC(C)c1ccc(-n2c(O)c(/C=N/NC(=O)c3ccccc3O)c(=O)[nH]c2=S)cc1
  A: i; B: 8; C: i; D: i; E: i; F: i; G: i; H: -11; I: -6; J: i; K: i
> CCN1CCN(c2nc([N+](=O)[O-])nn2C)CC1
  A: i; B: 1; C: i; D: i; E: i; F: i; G: i; H: -9; I: -1; J: i; K: i
> CC1=Nc2cc(C(=O)N3CCC4(CC3)OCCO4)ccc2Sc2ccc(Cl)cc21
  A: i; B: 1; C: i; D: i; E: i; F: i; G: i; H: -9; I: x; J: i; K: i
> COc1ccc(C2C([N+](=O)[O-])=C(N)Oc3c2c(=O)oc2ccccc32)cc1 (stereo not given)
  A: i; B: 3; C: i; D: i; E: i; F: i; G: i; H: -5; I: x; J: i; K: x
> O=C(C1CC(=O)N(c2ccc(F)c(Cl)c2)C1)N1CCC2(CC1)OCCO2 (stereo not given)
  A: i; B: -1; C: i; D: i; E: i; F: i; G: i; H: -2; I: -4; J: i; K: i
> CCOC(=O)c1c(C)n(CC(O)CN2CCOCC2)c2cc(Br)c(OC)cc12 (stereo not given)
  A: i; B: 2; C: i; D: i; E: i; F: i; G: i; H: -19; I: 6; J: i; K: i
> Cc1ccc(N2C(=O)NC(=O)/C(=C\c3ccc(N4CCOCC4)cc3)C2=O)cc1
  A: i; B: 9; C: i; D: i; E: i; F: i; G: i; H: -6; I: 0; J: i; K: i
> CN1CCCC(C(O)(c2ccccc2)c2ccccc2)C1 (stereo not given)
  A: i; B: 6; C: i; D: i; E: i; F: i; G: i; H: -8; I: -11; J: i; K: i
> CS(=O)(=O)N1CCN(C(=N)N[N+](=O)[O-])CC1
  A: i; B: 0; C: i; D: i; E: i; F: i; G: i; H: -8; I: 2; J: i; K: i
> CCCCCCC(=O)c1c(O)n(-c2ccc(OC)cc2)c(=O)[nH]c1=O (tested in a mixture with another compound)
  A: i; B: -6; C: i; D: i; E: i; F: i; G: i; H: -5; I: 0; J: i; K: i
> CC[C@H]1CC2CN3CCc4c([nH]c5ccccc45)C(C(=O)OC)(C2)C13 (stereo not given in full)
  A: i; B: -1; C: i; D: i; E: i; F: i; G: i; H: -10; I: x; J: i; K: x
> COC(=O)N(c1ccccc1)P1(=S)OCCO1
  A: i; B: 0; C: i; D: i; E: i; F: i; G: i; H: -2; I: -4; J: i; K: i

Whole records, quoted from the list. Order of values: KCNK9 inh, Platelet DG rel, PolyA inh, TRPC4 act, KCNQ1 pot, KCNQ1 block, TRPC4 PAM, hERG rescue, Dyrk1A ADPGlo, TRPC4 block, KCNK3 block
CC[C@H]1CC2CN3CCc4c([nH]c5ccccc45)C(C(=O)OC)(C2)C13 (stereo not given in full) is entered as i, -1, i, i, i, i, i, -10, x, i, x
COC(=O)c1c(C)n(Cc2ccc3c(c2)OCO3)c2ccc(O)cc12 is entered as i, -2, i, i, i, i, i, -6, -4, i, i

4 entries from above, tab-delimited.
SMILES	KCNK9 inh	Platelet DG rel	PolyA inh	TRPC4 act	KCNQ1 pot	KCNQ1 block	TRPC4 PAM	hERG rescue	Dyrk1A ADPGlo	TRPC4 block	KCNK3 block
Cc1ccsc1C(=O)C1CCCN(Cc2cnn(C(C)C)c2)C1 (stereo not given)	i	-2	i	i	i	i	i	-1	-24	i	i
CCC(=NCC1CCCO1)c1c(O)n(Cc2ccccc2)c(=O)[nH]c1=O (stereo not given)	i	2	i	i	i	i	i	-7	9	i	i
Cc1nc(CCl)cc(=O)[nH]1	i	-2	i	i	i	i	i	-7	2	i	i
CC(C)c1ccc(-n2c(O)c(/C=N/NC(=O)c3ccccc3O)c(=O)[nH]c2=S)cc1	i	8	i	i	i	i	i	-11	-6	i	i

In the list so far, these contain a nitro group on carbon:
Field names: A = KCNK9 inh; B = Platelet DG rel; C = PolyA inh; D = TRPC4 act; E = KCNQ1 pot; F = KCNQ1 block; G = TRPC4 PAM; H = hERG rescue; I = Dyrk1A ADPGlo; J = TRPC4 block; K = KCNK3 block
> O=[N+]([O-])c1cccc(CN2CCN(Cc3ccc(Cl)cc3)CC2)c1
  A: i; B: -17; C: i; D: i; E: i; F: i; G: i; H: -10; I: -1; J: i; K: i
> O=C1NC(=O)N(Cc2ccco2)C(=O)/C1=C/c1ccc(-c2cccc([N+](=O)[O-])c2)o1
  A: i; B: 3; C: x; D: i; E: i; F: i; G: i; H: -7; I: 0; J: i; K: i
> CCN1CCN(c2nc([N+](=O)[O-])nn2C)CC1
  A: i; B: 1; C: i; D: i; E: i; F: i; G: i; H: -9; I: -1; J: i; K: i
> COc1ccc(C2C([N+](=O)[O-])=C(N)Oc3c2c(=O)oc2ccccc32)cc1 (stereo not given)
  A: i; B: 3; C: i; D: i; E: i; F: i; G: i; H: -5; I: x; J: i; K: x

Assay outcomes deposited in PubChem by several laboratories.

Only part of the results is shown; rates above refer to the full screens.
